GPR55 beta-arrestin – selective activators of receptor GPR55 – imaging, U2OS cells, beta-arrestin-GFP redistribution, primary screen (AID 1961); U2OS GPR55 beta-arrestin-GFP redistribution imaging; higher % means a stronger effect; activation, % at 10 µM, or EC50 in µM where a hit was titrated; hit rate 0.048% among 290,000;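 active = activation above 40% with more than 50 cells counted in the well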;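 also: U2OS osteosarcoma cells stably expressing GPR55 and beta-arrestin-GFP; plate controls were DMSO negative control for no effect and LPI positive control for full effect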
GPR35 arrestin U2OS – inhibition of zaprinast-stimulated GPR35 beta-arrestin translocation – imaging, U2OS, beta-arrestin-GFP, zaprinast agonist, primary screen (AID 2058) | U2OS GPR35 beta-arrestin-GFP translocation imaging, zaprinast antagonism; higher % means a stronger effect | one-dose inhibition, % at 10 µM; IC50 in µM for titrated hits | hit rate 0.052% among 290,000;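 active = inhibition of at least 50% with at least 30 cells and total cytoplasm GFP at most 10,000,000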
LYP phosphatase – PTPN22 lymphoid phosphatase activity blockers – biochemical, fluorescence intensity, uHTS (AID 1779); recombinant LYP phosphatase, fluorescence intensity; higher % means a stronger effect; one-dose inhibition, % at 11.5 µM; IC50 in µM for titrated hits; hit rate 0.054% among 290,000; in the data active = inhibition above about 50%;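 also: plate controls were vehicle with enzyme for no effect and no enzyme for full effect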
Lipid droplet – modulators of hepatic lipid droplet formation; AML12 mouse hepatocytes, oleate lipid droplets, BODIPY imaging; inhibition, % at 6.5 µM; hit rate 0.4% among 240,000;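 active = lipid droplet intensity inhibited by at least 50%, with more than 500 cells counted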
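Assay system: AML12 mouse liver cells | Compound dosing: One dose, 6.5 µM compound | Read-out basis: Droplet intensity reduction, % inhibition | Measured by: Fluorescence imaging, 20x objective, two fields per well | Schedule: Overnight treatment with compound plus oleate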
SV40 large T antigen – TAg ATPase/helicase activity blockers – biochemical (AID 1903) | SV40 large T antigen ATPase/helicase inhibition assay; higher % means a stronger effect | inhibition, % at 20 µM, or IC50 in µM where a hit was titrated | hit rate 0.39% among 310,000; in the data active = a potency from the dose series; also: strong numbers were not always called active
NTR1 ag – NTR1-driven beta-arrestin-GFP spot formation – imaging, U2OS cells, high content, primary screen (AID 493036); agonist mode; activation, % at 20 µM; hit rate 0.17% among 330,000;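 active = activation at or above 40% of the spot to cytoplasm intensity ratio, with at least 20 cells analyzed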;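 also: 0% = DMSO without peptide and 100% = 100 nM NTR1 peptide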
Target sequence (P30989 whole entry, looked up): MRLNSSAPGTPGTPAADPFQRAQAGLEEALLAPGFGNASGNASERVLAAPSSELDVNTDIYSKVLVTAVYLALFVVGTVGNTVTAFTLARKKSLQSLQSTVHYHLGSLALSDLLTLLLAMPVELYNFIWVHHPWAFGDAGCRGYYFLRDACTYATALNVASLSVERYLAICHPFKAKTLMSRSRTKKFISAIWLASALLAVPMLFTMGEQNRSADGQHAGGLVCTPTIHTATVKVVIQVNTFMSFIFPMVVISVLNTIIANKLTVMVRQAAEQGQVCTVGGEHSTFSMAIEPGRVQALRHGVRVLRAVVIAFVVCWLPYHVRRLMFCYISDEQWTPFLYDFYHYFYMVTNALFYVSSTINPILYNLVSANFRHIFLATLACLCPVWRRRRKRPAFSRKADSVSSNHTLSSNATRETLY
Rac1 GTP hydrolysis – MgcRacGAP GTPase-activating activity inhibitors, confirmation, biochemical, ADP Hunter fluorescence; MgcRacGAP-stimulated Rac1 GTP hydrolysis, ADP Hunter fluorescence; higher % means a stronger effect; GST-tagged Rac1 F28L mutant substrate; inhibition, % at 30 µM, or IC50 in µM where a hit was titrated; hit rate 0.6% among 340,000; AID 624330;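 active = first-screen hits whose inhibition reached a set limit at any dose in the follow-up dose series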;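 also: fluorescence reports GDP produced by GAP-driven GTP hydrolysis; strong numbers were not always called active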
GPR55 antagonists – inhibition of LPI-stimulated GPR55 beta-arrestin translocation – imaging, U2OS, beta-arrestin-GFP, LPI agonist, primary screen (AID 2013); inhibition, % at 10 µM; hits with a dose series show IC50 in µM; U2OS GPR55 beta-arrestin-GFP translocation imaging, LPI antagonism; higher % means a stronger effect; hit rate 0.13% among 290,000;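 active = spots per cell inhibited over 60%, with over 100 cells counted and total cytoplasm intensity under 500,000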;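 also: U2OS cells stably carrying GPR55 and arrestin-GFP stimulated by 5 µM LPI near EC80; imaged beta-arrestin-GFP aggregate spots per cell after agonist stimulation; plate controls were LPI-stimulated DMSO wells for no effect and DMSO wells without LPI for full effect; some results filed as inactive read as strong as hits; confirmed hits need IC50 under 10 µM and bright autofluorescent wells are also inconclusive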
T cell HTS – modulates CD8 T cell binding to vesicles; hit rate 0.068% among 330,000; 2C CD8+ T cell-vesicle binding, flow cytometry; hits give low values; calls only at 7 µM;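 active = response, share of CD8 T cells binding vesicles, and their 90th percentile fluorescence all below set limits, cut at about 80% in these data, passing the limit was not always enough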
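Material: 2C TCR transgenic mouse naive CD8+ T cells, MACS-purified. Also added: QL9-charged Drosophila Ld/ICAM-1/B7-1 vesicles. Timing: binding 1.5 h at 37 °C. Measured by: high-throughput flow cytometry with anti-B7-1 and anti-CD8 staining. Read-out: percent CD8+ FL2 mean versus row control. Controls: Unloaded micro-vesicles (low), QL9 vesicles with 0.7% DMSO (high).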
Lipid droplet cells 6.5 µM – recorded beside Lipid droplet, whose call it bears; cell count; measured here: cell count, cytotoxicity flag;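 cells counted across two imaged fields per well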
T cell HTS vesicle-bound % – second read-out of T cell HTS, no call of its own (marks repeat the call); double positive events, %; measured here: CD8+ vesicle-bound cell fraction;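 binding gate set so that unloaded-vesicle control wells show 10% double positive cells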
NTR1 ag cell count 20 µM – further read-out of NTR1 ag, marked with its call; cell count; measured here: cell count, cytotoxicity flag
* hit, by the source's call; i = inactive; . = not tested or not shown.

SMILES	GPR55 beta-arrestin	GPR35 arrestin U2OS	LYP phosphatase	Lipid droplet	Lipid droplet cells 6.5 µM	SV40 large T antigen	NTR1 ag	NTR1 ag cell count 20 µM	Rac1 GTP hydrolysis	GPR55 antagonists	T cell HTS	T cell HTS vesicle-bound %
Cc1nn(-c2ncc(C(F)(F)F)cc2Cl)c(=O)n1-c1ccc(F)cc1	0.5%	-11%	-1%	-2	714	1%	2.0	51	4%	1%	i	39
CCC(NC(=O)c1ccccc1NC(=O)c1ccccc1)C(=O)NNC(=O)CSc1nc2ccccc2o1 (centres undefined)	0.5%	12%	0%	-2	669	16%	1.9	80	5%	1%	i	65
Cc1nn(Cc2cccc(C(=O)O)c2)c(C)c1[N+](=O)[O-]	-0.1%	4%	-4%	1	643	15%	1.3	64	-1%	-1%	i	35
O=C(N/N=C1\CCCc2oc(C(=O)O)cc21)c1ccccc1	0.3%	16%	-3%	0	612	21%	1.8	35	2%	-1%	i	36
Cc1c(C(=O)NCCSCc2ccc(F)cc2)cnn1-c1ccc(Cl)cc1	0.2%	-7%	-2%	-9	678	3%	2.9	43	.	4%	i	38
CC(=O)c1ccc(NC(=O)CCc2nnc3ccc(NCc4ccco4)nn23)cc1	-0.2%	2%	-4%	0	675	-24%	-0.4	64	.	6%	i	1
O=C(NCc1ccco1)C(NS(=O)(=O)c1cccc2nsnc12)c1ccccc1 (centres undefined)	-0.1%	1%	-4%	.	.	9%	1.8	79	4%	0%	i	44
COc1ccc(NS(=O)(=O)c2cccc(C(=O)NNC(=O)NCCCl)c2)cc1	-0.3%	-5%	-10%	2	699	15%	-0.8	53	10%	12%	i	11
CC(C)CN(CC(C)C)C(=O)Nc1ccc(F)cc1F	-0.1%	6%	-7%	2	751	15%	-0.3	49	13%	4%	i	26
CCCCCCC(=O)Oc1ccc(N2C(=O)CCC2=O)cc1	0.1%	-1%	-4%	2	745	-1%	-1.2	72	6%	7%	i	66
CS(=O)(=O)c1ccc2nc(NC(=O)c3ccc(Cl)nc3)sc2c1	-0.2%	-12%	1%	-2	667	-7%	3.0	44	6%	-4%	i	47
COc1ccc(C2SCCN2S(=O)(=O)c2ccccc2)cc1 (centres undefined)	-0.2%	18%	-1%	-20	681	-1%	2.1	53	4%	10%	i	33
O=C(c1ccccc1F)N1CCN(c2ccc([N+](=O)[O-])c3ncccc23)CC1	-0.4%	-2%	0%	-18	634	2%	1.8	61	8%	4%	i	0
CCc1nnc(NS(=O)(=O)c2ccc(NC(=O)c3cc(Cl)ccc3Cl)cc2)s1	-0.1%	3%	0%	2	741	11%	1.1	101	11%	2%	i	44
O=C(NCc1nc2ccccc2[nH]1)C1=C[C@@H](c2ccc(Br)cc2)C[C@@H](OCCCCO)O1	0.2%	9%	-4%	-26	663	12%	13	90	11%	-3%	i	55
OCCN1CCN(CC(O)COc2ccc3ccccc3c2)CC1 (centres undefined)	0.2%	-12%	-1%	0	716	1%	3.2	45	-5%	-3%	i	53
CC1CCN(C(=O)c2[nH]cnc2C(=O)NCC(=O)OC(C)(C)C)CC1	0.0%	17%	-8%	-1	799	8%	-1.3	105	5%	2%	i	22
CNC(=O)Cn1c(=O)n(C)c2ccccc21	0.3%	1%	1%	-3	726	-1%	0.1	31	8%	3%	i	18
Cc1cccc([C@@H]2[C@@H]3C(=O)N(Cc4ccccc4)C(=O)[C@@H]3[C@]3(C)C(=O)N(c4ccc(C(F)(F)F)cc4)C(=O)N23)c1	-0.2%	-2%	0%	-10	772	13%	4.4	88	6%	-4%	i	15
COc1ccc(CCNC(=O)Cn2nc([N+](=O)[O-])c(Br)c2C)cc1OC	-0.4%	-7%	-6%	-9	573	7%	1.5	73	4%	5%	i	13

Grouped by structure: the compounds so far with a nitro group on carbon
SMILES	GPR55 beta-arrestin	GPR35 arrestin U2OS	LYP phosphatase	Lipid droplet	Lipid droplet cells 6.5 µM	SV40 large T antigen	NTR1 ag	NTR1 ag cell count 20 µM	Rac1 GTP hydrolysis	GPR55 antagonists	T cell HTS	T cell HTS vesicle-bound %
Cc1nn(Cc2cccc(C(=O)O)c2)c(C)c1[N+](=O)[O-]	-0.1%	4%	-4%	1	643	15%	1.3	64	-1%	-1%	i	35
O=C(c1ccccc1F)N1CCN(c2ccc([N+](=O)[O-])c3ncccc23)CC1	-0.4%	-2%	0%	-18	634	2%	1.8	61	8%	4%	i	0
COc1ccc(CCNC(=O)Cn2nc([N+](=O)[O-])c(Br)c2C)cc1OC	-0.4%	-7%	-6%	-9	573	7%	1.5	73	4%	5%	i	13

The list continues:
SMILES	GPR55 beta-arrestin	GPR35 arrestin U2OS	LYP phosphatase	Lipid droplet	Lipid droplet cells 6.5 µM	SV40 large T antigen	NTR1 ag	NTR1 ag cell count 20 µM	Rac1 GTP hydrolysis	GPR55 antagonists	T cell HTS	T cell HTS vesicle-bound %
CC(=O)Nc1ccc(NC(=O)CSc2nc3nc(C)cc(C)c3c(=O)[nH]2)cc1	0.0%	-11%	2%	-4	636	10%	1.1	48	13%	10%	i	34
O=C(O)CCOc1ccc2c(c1)OCCO2	-0.1%	24%	-14%	2	791	17%	-1.2	41	6%	16%	i	36
Cc1cc(-c2ccccc2)nc2cc(C(=O)NCc3ccco3)nn12	0.2%	-13%	0%	11	716	8%	-0.5	69	11%	4%	i	50
COCCN(C(=S)Nc1ccccc1OC)C1CCN(C(C)=O)CC1	-0.2%	-10%	0%	-27	512	10%	-0.6	48	9%	4%	i	47
COc1ccc(C2NC(c3ccc(OC)cc3OC)C(C)C(=O)C2C)c(OC)c1 (centres undefined)	0.2%	-7%	0%	3	633	8%	0.0	38	116µM*	8%	i	32
O=C(CSc1nnc(-c2cccnc2)o1)c1cc2ccccc2oc1=O	-0.1%	32%	-2%	2	705	10%	4.3	58	11%	8%	i	54
CCOC(=O)Cc1csc(NC(=O)CSc2nc3sc(C(=O)O)c(C)c3c(=O)[nH]2)n1	-0.1%	9%	-4%	9	806	4%	0.0	51	-1%	9%	i	29
O=C(O)CCSc1nc(C(F)(F)F)cc(=O)n1-c1ccccc1	-0.2%	-10%	-6%	-11	676	-2%	1.9	91	4%	11%	i	26
Cc1ccc(S(=O)(=O)Nc2nc3ccccc3s2)cc1[N+](=O)[O-]	0.2%	16%	-9%	4	717	.	1.0	34	4%	0%	i	40
CC(C)Sc1nc2ccsc2c(=O)[nH]1	0.3%	1%	-2%	16	723	4%	-0.8	80	8%	4%	i	39
Cn1c(Sc2nc3ccccc3n2C)nc2ccccc21	-0.2%	14%	-8%	.	.	12%	0.4	68	3%	4%	i	57
CCSc1ccccc1C(=O)N1CCC2(CC1)CC(=O)c1ccccc1O2	.	.	.	.	.	10%	0.8	48	1%	.	i	33
Cc1ccc(/C=N/Nc2nncn2N)cc1	0.3%	8%	-6%	9	852	4%	-0.4	46	-8%	10%	i	29
COc1ccc(NC(=O)CSc2nc(-c3ccc(C)cc3)cc(C(F)(F)F)c2C#N)cc1	-0.1%	4%	-5%	.	.	2%	-0.5	87	11%	28%	i	63
COc1cc(NC(=O)C2CCCN(S(=O)(=O)c3cnc[nH]3)C2)cc(OC)c1 (centres undefined)	-0.1%	10%	-10%	.	.	-2%	0.3	66	4%	-3%	i	43
Cc1ccc(S(=O)(=O)c2cc3ccccc3oc2=O)cc1	0.1%	9%	-9%	-21	697	6%	-1.4	92	-1%	3%	i	57
O=C(O)C1CCCCC1C(=O)Nc1ccc2c(c1)CCC2 (centres undefined)	-0.1%	12%	1%	0	773	-3%	0.8	33	6%	6%	i	30
CCCCCCCCCCCCCCCC[N+](C)(C)CCN(Cc1ccc(OC)cc1)c1ncccn1	.	.	.	.	.	15µM*	18	46	32%	.	i	62
COc1ccc(C(=O)/C=C/c2ccc(OC)cc2OC)c(O)c1	1.0%	13%	2%	7	727	5%	8.1	85	-1%	16%	i	28
COc1ccc(N2CCN(C(=O)C(=O)c3c(C)[nH]c4ccccc34)CC2)cc1	-0.1%	10%	-9%	-30	645	21%	-0.4	61	14%	4%	i	44
Cc1cc(NC(=O)CCN2C(=O)/C(=C/c3ccccc3Cl)SC2=S)no1	-0.3%	4%	-8%	2	675	3%	6.9	46	6%	-7%	i	16
CCOc1ccccc1NC(=O)N1CCN(S(C)(=O)=O)CC1	0.3%	6%	-2%	0	714	7%	1.6	61	-5%	5%	i	29
COc1ccccc1NS(=O)(=O)c1ccc(C)c(C(=O)NCC2CCCO2)c1 (centres undefined)	0.3%	-2%	-8%	.	.	14%	-0.9	70	-2%	-26%	i	18
O=C(O)c1ccc(C2NCC(c3ccccc3Cl)c3c2[nH]c2ccccc32)cc1 (centres undefined)	-0.1%	-14%	-4%	.	.	8%	0.5	67	6%	4%	i	32
O=C(/C=C\c1ccco1)Nc1nc(-c2ccccc2)cs1	0.0%	2%	-2%	18	552	-39%	0.5	54	-2%	9%	i	3
O=C1c2cccc3c(Nc4ccccc4Cl)c([N+](=O)[O-])cc(c23)C(=O)N1CCO	-0.1%	2%	-1%	.	.	-7%	10	53	2%	10%	i	40
Cc1ccc(C(=O)NNC(=O)c2csc(N3CCOCC3)n2)s1	.	.	.	.	.	22%	-1.0	64	9%	.	i	27
Cc1cc(C)c(NS(=O)(=O)c2ccc3c(c2)NC(=O)CC(=O)N3)c(C)c1	0.2%	-1%	-2%	-13	628	9%	-0.8	43	6%	-9%	i	38
O=C(Cc1cccc2ccccc12)NNC(=O)c1cccs1	-0.1%	7%	-6%	.	.	-2%	2.0	89	4%	-3%	i	30
O=[N+]([O-])/C=C1/CCCCCN1	-0.1%	5%	0%	-7	695	-2%	6.0	36	-2%	1%	i	21
COC(=O)/C=C(\C)N=Nc1c(O)[nH]c2ccccc12	0.0%	-1%	-4%	28	701	12%	3.0	62	10%	-4%	i	33
CC(=O)N1CCOc2ccc(S(=O)(=O)Nc3cccc(C)n3)cc21	-0.1%	6%	1%	-10	718	5%	0.1	63	3%	11%	i	2
Cc1ccc(/C=N/c2sc3c(c2C#N)CCCCC3)o1	0.3%	3%	-6%	.	.	18%	2.3	39	21%	8%	i	57
CCOc1ccc(-c2nnc(-c3ccco3)o2)cc1	-0.1%	15%	1%	0	676	4%	3.2	52	3%	5%	.	.

Random draw from the library; about 1.8% have a hit in one of these screens.
